From PubChem BioAssay
m5-HT2A agonist = activates the mouse 5-HT2A serotonin receptor. P35363. AID 624169. CHO-K1 mHTR2A beta-arrestin complementation, luminescence; percent of 30 µM serotonin response. 360,000 compounds, 0.66% hits. activation, % at 7.6 µM;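 active = activation above a run cutoff, the mean activation of all tested compounds plus 3 SD, cut at about 14% in these data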;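 also: 0% = plate median of compound wells and 100% = 30 µM serotonin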
Target sequence (P35363 whole entry, looked up): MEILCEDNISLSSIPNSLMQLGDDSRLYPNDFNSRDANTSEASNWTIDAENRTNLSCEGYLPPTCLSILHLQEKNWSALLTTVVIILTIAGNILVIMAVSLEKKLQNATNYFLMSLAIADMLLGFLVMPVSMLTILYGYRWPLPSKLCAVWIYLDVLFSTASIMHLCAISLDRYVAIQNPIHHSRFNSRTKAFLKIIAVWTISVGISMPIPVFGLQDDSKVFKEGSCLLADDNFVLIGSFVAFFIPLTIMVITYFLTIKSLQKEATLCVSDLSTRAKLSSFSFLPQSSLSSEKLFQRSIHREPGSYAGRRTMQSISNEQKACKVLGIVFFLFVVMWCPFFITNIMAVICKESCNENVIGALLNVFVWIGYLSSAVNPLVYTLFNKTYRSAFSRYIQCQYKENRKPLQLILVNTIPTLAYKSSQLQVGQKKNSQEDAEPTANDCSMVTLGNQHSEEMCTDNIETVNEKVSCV
CaV13 ICDI inh = Disruptors of the CACNA1D IQ motif to Ca2+-dependent inactivation inhibitor domain association, primary screening, Förster resonance energy transfer in intact living …; HEK cells, CFP/YFP FRET ICDI-IQ, plate reader, 10 min; percent FRET-ratio fall versus neutral wells; inhibition, % at 12.3 µM; AID 743397; 340,000 compounds, 0.098% hits;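 active = mean replicate inhibition of at least 30% and at least 1% of replicates passing that level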;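 also: 0% = median of the neutral control wells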
Peg3 promoter = inhibitors of Peg3 promoter; inhibition, % at 20 µM; AID 588405; 360,000 compounds, 1.7% hits; HeLa PEG-Prom luciferase reporter, luminescence, overnight;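 active = inhibition of at least 50% at 20 µM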
NR2E3 ag-1 = agonists of human NR2E3 nuclear receptor; inhibition of corepressor binding, % at 3.98 µM; AID 602229; Q9Y5X4; 360,000 compounds, 0.35% hits; CHO-S Gal4-NCOR/VP16-NR2E3 two-hybrid, luciferase;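 active = inhibition above the mean of all tested compounds plus 3 SD, cut at about 70% in these data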;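 also: 0% = DMSO with NR2E3 transfected cells and 100% = cells lacking NR2E3 construct; higher means lower luciferase signal from less NR2E3 corepressor binding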
Target sequence (Q9Y5X4 whole entry, looked up, the tested form may be a part): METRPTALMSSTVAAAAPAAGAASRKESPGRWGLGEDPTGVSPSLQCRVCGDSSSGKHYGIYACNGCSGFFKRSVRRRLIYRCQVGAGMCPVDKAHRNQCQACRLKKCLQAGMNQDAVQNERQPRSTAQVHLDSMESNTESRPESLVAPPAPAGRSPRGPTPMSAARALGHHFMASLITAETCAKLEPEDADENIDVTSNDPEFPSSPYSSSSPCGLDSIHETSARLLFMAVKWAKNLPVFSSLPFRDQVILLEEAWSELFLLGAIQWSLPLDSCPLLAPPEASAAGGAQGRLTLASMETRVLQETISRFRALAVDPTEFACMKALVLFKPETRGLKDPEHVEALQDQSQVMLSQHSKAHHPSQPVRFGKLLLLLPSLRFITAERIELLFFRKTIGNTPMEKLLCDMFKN
HIF-2a block = inhibitors of HIF-2a; 786-0 RCC cells HIF-2a reporter, luciferase luminescence, overnight; inhibition, % at 18.8 µM; 360,000 compounds, 0.72% hits; AID 624352;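 active = inhibition of the luminescence signal of 40% or more relative to plate controls, in a single-dose primary screen at 18.75 µM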
NR2E3 ag-2 = agonists of human nuclear receptor NR2E3; Q9Y5X4; GST-NR2E3/biotin-RetCOR TR-FRET, 1536-well; inhibition of corepressor binding, % at 4.78 µM; 320,000 compounds, 0.12% hits; AID 2300;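 active = percent inhibition above the cutoff of mean plus 3 SD of all tested compounds, set per screening campaign, cut at about 20% in these data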;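 also: 0% = DMSO wells and 100% = biotin wells as full block of FRET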
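Test system – NR2E3–RetCOR corepressor complex · Quantity – NR2E3 fusion 1.35 nM · Buffer or medium – Tris pH 7.5 · Incubation – Compound–protein incubation for 5 h at 4 °C · Technique – TR-FRET, Eu(K)-anti-GST donor, streptavidin-D2 acceptor, ex 340, em 617/671 nm · Evaluation – percent inhibition of 671/617 nm emission ratio versus biotin and DMSO controls · Plate – 1536-well format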
iPSC survival up = hiPSC single-cell survival enhancement; 360,000 compounds, 0.044% hits; survival enhancement, % at 20 µM; AID 602274; ATPlite luminescence; 100% = ROCK inhibitor wells, 0% = DMSO; in the data active = survival enhancement above about 18%;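 also: cells exposed to compounds for 16 hours before the ATP read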
TRPM1 prom inh = MITF TRPM1 promoter inhibition in SK-MEL-5 cells; SK-MEL-5 TRPM1 promoter luciferase, 24 h; inhibition, % at 12.5 µM; 330,000 compounds, 0.83% hits;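 active = mean inhibition across replicates of 60% or more, whatever share of single replicates reaches that level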; also: values of inactives mirror those of a sister screen read the other way
Shn3 inh set2 = inhibitors of Schnurri-3 3'UTR reporter in osteoblasts; Clone20 osteoblast Shn3 3'UTR firefly luciferase, 24 h; inhibition, % at 12.5 µM; 360,000 compounds, 0.52% hits;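 active = mean inhibition of at least 75% with every replicate also reaching 75%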;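 also: 0% = median of neutral control wells and 100% = pilot-screen positive control compound; some compounds past the cut are filed as inactive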
H9c2 protect = myocardial damage modulation in H9c2 cells. H9c2 cardiomyocytes, H2O2 injury protection, ATPLite, 2 h. protection from H2O2 cell death, % at 20 µM. 360,000 compounds, 0.63% hits. AID 588492;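 active = compounds giving at least 50% protection of heart cells from peroxide-induced death in the single-dose screen, raw or plate-pattern-corrected value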;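 also: 0% = DMSO wells with peroxide and 100% = DMSO wells without peroxide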
PDI inh = PDI (human) enzyme inhibition; P07237; PDI insulin aggregation turbidity, A650, 90 min; inhibition, % at 10 µM; 350,000 compounds, 0.052% hits; AID 588391;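 active = mean inhibition across replicates of 30% or more, whatever share of single replicates reach that level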;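 also: absorbance from insulin aggregation driven by PDI reduction with DTT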
* marks the source's active call; other numbers are inactive results; · = no result given.

structure	m5-HT2A agonist	CaV13 ICDI inh	Peg3 promoter	NR2E3 ag-1	HIF-2a block	NR2E3 ag-2	iPSC survival up	TRPM1 prom inh	Shn3 inh set2	H9c2 protect	PDI inh
O=C(CCCN1C(=O)c2ccccc2C1=O)OC1CSCC1NC(=O)c1ccccc1 (configuration not stated)	2	·	-1	-17	11	-1	0.5	1	16	-12	3
c1ccc(OCc2nnnn2-c2ccccc2)cc1	-4	0	9	-30	14	1	0.6	-2	4	-3	0
O=C(Nc1ccccc1C(F)(F)F)N1CCN(c2ccccn2)CC1	5	3	-6	-3	-3	1	2.0	5	6	8	-3
Cc1cc(C)n(-c2cccc(Cl)c2C#N)n1	-2	-4	7	-32	18	-1	0.8	-13	·	0	5
COc1ccc(/C=N\NC(=O)C2C(=O)NCC2c2ccccc2)cc1O (configuration not stated)	3	·	9	-10	-9	-1	1.5	-4	-8	4	-1
CN(C)CCCN=C(NO)c1ccc(Cl)cc1Cl	3	-4	1	30	26	-3	-0.4	-18	-10	2	5
O=C(NNC(=O)c1csc(N2CCOCC2)n1)c1cccnc1	-1	-6	-16	-10	6	2	-0.5	-2	-8	8	0
O=P(c1ccccc1)(c1ccccc1)C(O)c1ccco1 (configuration not stated)	-4	-3	12	-19	7	-1	-3.0	-9	0	-2	-18
COc1cc(C(=O)Nc2ccc3c(c2)N(C(=O)CN2CCN(C)CC2)c2ccccc2CC3)cc(OC)c1OC	-2	-4	-1	-10	6	0	1.8	-12	-1	0	0
O=C(NCc1ccccn1)Nc1cccc(F)c1	-2	-5	-33	-34	-116	-1	-0.1	-15	9	2	20
CCOc1ccccc1OCC(=O)Nc1ccc(S(=O)(=O)Nc2nc(C)cc(C)n2)cc1	0	-4	1	-30	11	1	3.6	-2	4	0	-3
CCC1OC(C)Cc2[nH][nH]c(=O)c21 (configuration not stated)	6	-10	·	-9	8	·	0.2	·	·	·	·
COc1cccc(C2c3[nH]c4ccccc4c3CCN2Cc2ncc[nH]2)c1 (configuration not stated)	-7	-5	-14	-28	-45	-2	-1.8	18	-10	14	1
COc1cc(OC)cc(-n2nc(C(=O)NCCCN3CCOCC3)c3ccccc3c2=O)c1	0	-3	-14	-12	12	-2	2.3	8	-24	-11	5
O=C(Nc1ccccc1N1CCOCC1)c1cc(=O)[nH]c2ccccc12	-2	-6	5	-25	10	2	-0.2	9	4	0	-12
CC(CNC(=O)c1ccccc1Cl)NC(=O)c1ccccc1Cl (configuration not stated)	-4	-5	2	12	15	2	-0.6	·	-2	1	15
COC(=O)C(Cc1ccccc1)NC(=O)C(CC(C)C)NC(=O)OC(C)(C)C (configuration not stated)	3	-4	11	13	8	0	0.6	-10	-8	2	2
CCCn1cc(SCC(=O)NCC2CCCO2)c2ccccc21 (configuration not stated)	-2	-5	-63	2	-104	1	1.1	·	-5	-5	·
CCOP(=O)(c1ccccc1)C1(C#N)CC1 (configuration not stated)	3	-5	4	-13	3	0	0.5	6	3	8	16
Cc1[nH]c2c(C)cccc2c1CCNC(=O)C1CCCCC1C(=O)OCC(F)(F)F (configuration not stated)	0	-3	-12	-14	-2	-4	-1.1	5	16	-2	11
CN(C)CCNc1oc(COc2ccc(Cl)cc2)nc1C#N	3	-4	4	-5	8	-3	11	-3	-29	13	0
CCOc1ccc(CN2CCN(CCCn3cccn3)CC2CCO)cc1 (configuration not stated)	5	-16	-5	4	15	2	-0.6	11	7	6	-5
COc1ccc(CNC(=O)C2CCN(S(=O)(=O)c3cccc4nonc34)CC2)cc1	-5	-4	9	-5	12	1	-0.3	-6	-1	0	3
Cc1cccc(C(=O)NNC(=O)c2ccc3ccccc3c2)c1	-6	-6	-33	-12	-45	·	-1.6	-5	-9	1	7
CC(C)c1cc(C(=O)OCC(=O)NC2CC2)c(O)c(C(C)C)c1	3	-5	18	-25	15	·	1.7	·	15	-6	8
O=C1CC(c2cccc(Br)c2)C2=C(CCCC2=O)N1 (configuration not stated)	-2	·	-11	-19	-5	-3	-0.8	14	-4	3	10
Cc1ccccc1C(=O)NCC(=O)NNC(=S)NC(=O)c1ccccc1	5	-5	10	-20	10	-3	-0.8	-4	2	9	1
Cc1[nH]nc2c1C(c1cn[nH]c1-c1ccc(F)cc1)C(C#N)=C(N)O2 (configuration not stated)	1	-3	10	7	17	4	7.6	31	6	-26	1
O=C(Nc1cccc(Cl)c1N1CCOCC1)c1cccnc1Cl	3	-2	6	-9	23	4	-0.6	-3	-2	0	-7
CCOC(=O)N1CCN(CC(=O)n2c(C)c(C)c3ccccc32)CC1	-3	-5	8	-24	-1	3	5.6	13	5	1	8
COc1ccc(OC)c(-c2cc(C(=O)N3CCc4ccccc4C3)no2)c1	1	-3	10	12	-25	-4	-0.3	11	11	-4	-4
Cc1ccc(Nc2cc(C(=O)NCCCN3CCOCC3)c3ccccc3n2)c(C)c1	-5	-6	1	-12	10	-3	-1.0	-1	-23	1	-18
COc1ccc(/C(=C/Nc2cccc(Br)c2)C(C)=O)cc1OC	-6	3	0	-11	13	3	0.0	-4	-9	-4	15
CCOC(=O)c1c(C)[nH]c(NC(=O)NNC(=O)c2ccccc2Cl)c1C	7	-6	4	5	4	-3	0.0	-10	-4	1	-4
O=C1c2ccccc2NC(c2cccs2)N1NS(=O)(=O)c1ccccc1 (configuration not stated)	5	-2	19	13	1	-3	0.9	-3	1	-1	-2
CCn1c(SCC(=O)Nc2cc(C)on2)nnc1-c1ccccc1	-1	-3	4	-11	8	5	0.1	6	-1	-1	0
Cc1ccc(S(=O)(=O)NCCC(=O)OCC(=O)Nc2ccccc2Cl)cc1	-1	-5	12	-16	7	1	-0.6	1	2	2	11
Cc1cccc2c(C(=O)O)c3cccc(C)c3nc12	4	-4	8	5	12	1	0.2	5	-2	2	0
COCC(=O)N1CCCC(C(=O)c2ccc(Oc3ccccc3)cc2)C1 (configuration not stated)	-1	-2	2	-1	-20	0	0.8	-6	4	-2	1
CSCCC(C)N1CCC(Oc2ccc(C(=O)NCc3ccccn3)cc2)CC1 (configuration not stated)	6	-11	5	-44	2	·	-2.1	·	-8	9	3
Cc1cccc(NC(=O)CCn2cnnn2)c1	0	-3	-5	16	13	-1	-3.0	0	5	0	17
COc1ccc(CCNC(=O)c2cc(-c3ccccn3)nc3ccccc23)cc1	9	-2	16	13	-4	2	-0.3	9	0	23	-8
Cc1nnc(SCc2nnc(-c3cccs3)o2)n1C	1	-21	-8	-4	-10	2	-0.2	3	-11	9	-7
Cc1ccc2[nH]c(-c3ccccc3)c(CN(C)C)c(=O)c2c1	-1	-4	-1	-24	-29	5	-0.5	5	-36	-1	-6
Cn1c(C(O)c2ccc(Br)cc2)nc(Cl)c1Cl (configuration not stated)	1	-20	21	-32	17	1	-0.4	1	·	-2	15
O=C(CSc1nnc(NC(=O)c2ccccc2F)s1)NC1CC1	5	-3	-62	-3	-99	-2	-0.4	-36	-56	0	-1
CC1(c2ccc(OC(F)F)cc2)NC(=O)N(CC(=O)N2c3ccccc3NC(=O)C2(C)C)C1=O (configuration not stated)	-5	-2	19	12	10	-1	-2.6	6	-9	0	0
Cc1ccc(S(=O)(=O)Nc2cc(C)c(O)cc2C)cc1	-2	-4	1	8	10	-4	-0.8	9	-2	-11	7
Cn1c(=O)oc2cc(S(=O)(=O)NC(Cc3ccccc3)C(=O)N3CCCCC3)ccc21 (configuration not stated)	-5	-6	24	-10	17	-3	0.9	-5	1	19	-4
COc1cc2[nH]c(C(=O)N3CCN(c4ccccc4F)CC3)cc2c(OC)c1OC	2	-4	12	14	5	-1	-0.6	-4	-4	0	4

2 neighbouring records already listed:
structure	m5-HT2A agonist	CaV13 ICDI inh	Peg3 promoter	NR2E3 ag-1	HIF-2a block	NR2E3 ag-2	iPSC survival up	TRPM1 prom inh	Shn3 inh set2	H9c2 protect	PDI inh
COc1ccc(OC)c(-c2cc(C(=O)N3CCc4ccccc4C3)no2)c1	1	-3	10	12	-25	-4	-0.3	11	11	-4	-4
Cc1ccc(Nc2cc(C(=O)NCCCN3CCOCC3)c3ccccc3n2)c(C)c1	-5	-6	1	-12	10	-3	-1.0	-1	-23	1	-18

More entries:
structure	m5-HT2A agonist	CaV13 ICDI inh	Peg3 promoter	NR2E3 ag-1	HIF-2a block	NR2E3 ag-2	iPSC survival up	TRPM1 prom inh	Shn3 inh set2	H9c2 protect	PDI inh
N=c1n(CCN2CCCCC2)c2ccccc2n1CC(=O)c1cccc([N+](=O)[O-])c1	-14	-3	-10	-3	-14	3	-0.4	9	25	-8	15
Cc1ccc(C2=NN(C(=O)CCl)C(c3cccs3)C2)o1 (configuration not stated)	-2	-5	60*	-6	84*	-1	-1.1	73*	9	-8	-4
COc1ccccc1N(C)S(=O)(=O)c1ccc(C(=O)N2CCCc3ccccc32)cc1	-4	-3	12	28	15	1	-0.5	15	28	-11	-2
O=C(c1ccccn1)N(Cc1ccco1)C1(C(=O)Nc2ccc(Br)cc2)CCCCC1	-1	-9	29	-6	3	·	-2.1	·	-3	2	-4
CCN(CC)c1cc(C)c2cc(NC(=O)c3ccccc3F)ccc2n1	-6	-20	-28	-42	-146	0	2.4	-38	2	-3	-2
Cc1cccc(C(=O)Oc2ccccc2C2C[C@]3(C)CC(=O)NC3N2C(=O)c2cccc(C)c2)c1 (some centres not stated)	-1	-4	33	-22	7	1	-0.7	-5	-8	1	-5
COc1cccc(CC(NC(C)=O)C(=O)NC2CCN(S(=O)(=O)c3ccc4ccccc4c3)CC2)c1 (configuration not stated)	2	-6	11	8	-21	-2	1.2	4	17	7	9
CCCC(=O)n1nc(-c2ccccc2)nc1SC	-4	-2	-32	-25	-59	1	-2.0	21	-1	13	11
Cc1cc(=O)oc2cc(OC(C)C(=O)NCC3CCC(C(=O)O)CC3)ccc12 (configuration not stated)	5	·	16	0	13	-1	-1.0	-4	-14	1	·
COc1cccc(/C=C2\SC(=S)N(NS(=O)(=O)c3ccccc3)C2=O)c1OC	9	-4	6	-16	-3	2	-0.3	15	7	1	2
CCC(C)[C@H](N)c1cn([C@@H](CCCCN)C(=O)N2CCNCC2)nn1 (some centres not stated)	-6	-11	-7	-8	4	-1	4.6	1	5	-2	-4
Cc1c(/C(O)=C2\C(=O)C(=O)N(CCCN(C)C)C2c2cccs2)cnn1-c1ccccc1 (configuration not stated)	5	-3	-83	-22	-41	·	0.8	-20	-12	6	-2
